From PubChem
Salmonella PhoP GFP – Inhibition of PhoP regulon, Salmonella typhi GFP reporter cells, confirmation, 4 h (AID 1850). hit rate 0.33% among 310,000. inhibition, % at 50 µM; hits with a dose series show IC50 in µM. Salmonella Typhi PhoP-promoter GFP reporter, fluorescence, 4 h; higher % means a stronger effect; in the data active = a potency from the dose series; inconclusive = inhibition mostly from about 25% at the one dose, without a potency; inactive = the rest, 99 in 100 with inhibition below about 19%;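 note: 0% = induced wells with vehicle and 100% = uninduced wells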
VEEV TC-83 Vero – inhibitors of VEEV TC-83 cytopathic effect, confirmation, Vero cells (AID 588727); Vero cells, VEEV TC-83 cytopathic effect inhibition; higher % means a stronger effect; inhibition, % at 20 µM, or IC50 in µM where a hit was titrated; hit rate 0.13% among 350,000; in the data active = a potency from the dose series; inconclusive = inhibition mostly from about 14% at the one dose, without a potency; inactive = the rest, 99 in 100 with inhibition below about 12%; note: strong numbers were not always called active
influenza NS1A – NS1A inhibition, H1N1 influenza, cell based functional assay (AID 504329) | inhibition, % at 12.5 µM; hits with a dose series show IC50 in µM | hit rate 0.3% among 340,000 | NS1A functional cell-based assay, percent inhibition; higher % means a stronger effect; in the data active = a potency from the dose series; inconclusive = inhibition above about 27% without an active follow-up result; note: strong numbers were not always called active
H37Rv inhibition – M. tuberculosis growth inhibition, HTS (AID 449762); hit rate 0.59% among 330,000; M. tuberculosis H37Rv growth inhibition, 7H9 media; higher % means a stronger effect; inhibition, % at 25 µM, or IC50 in µM where a hit was titrated; in the data active = a potency from the dose series; inconclusive = inhibition above about 70% without an active follow-up result;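 note: bacterial growth assessed after seven days of incubation; strong numbers were not always called active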
M. tuberculosis – growth inhibition of non-replicating M. tuberculosis (AID 488890). Mycobacterium tuberculosis non-replicating, growth inhibition; higher % means a stronger effect. hit rate 0.39% among 320,000. inhibition, % at 25 µM; hits with a dose series show IC50 in µM; in the data active = a potency from the dose series; inconclusive = inhibition mostly from about 82% at the one dose, without a potency; inactive = the rest, 99 in 100 with inhibition below about 76%;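 note: plate controls were DMSO cells for no effect and high antibiotic wells for full effect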
VEEV TC-83 Vero 10K pilot screen – recorded beside VEEV TC-83 Vero, whose call it bears; inhibition, %; measured here: 10K pilot screen inhibition
Numbers without * were called inactive; i = inactive; ? = inconclusive; · = no result given.

SMILES	Salmonella PhoP GFP	VEEV TC-83 Vero	influenza NS1A	H37Rv inhibition	M. tuberculosis	others
COCCN(C(=O)COC(=O)c1cc2ccccc2cc1O)c1c(N)n(Cc2ccccc2)c(=O)[nH]c1=O	-4%	1.2%	-2%	15%	59%
Fc1ccc(NC(=S)N2CCCC(c3ccccc3)=N2)cc1	6%	0.0%	2%	47%	1%
CCCCCCCNC(=O)C1(CC2CC(c3cccc(Br)c3)=NO2)CCN(C(=O)OC(C)(C)C)CC1 (stereo unspecified)	-8%	i	-7%	-3%	2%
Cc1ccc(S(=O)(=O)NCc2csc(-c3cccs3)n2)cc1	1%	i	-14%	16%	-19%
O=C(Nc1ccccc1N1CCOCC1)c1ccc(Cl)c(S(=O)(=O)NCc2ccco2)c1	-13%	?	12%	5%	7%
CCOCCCNC(=O)c1oc2ccc3c(c2c1C)C(O)CC(C)(C)O3 (stereo unspecified)	9%	2.0%	0%	2%	2%
Cc1cccc(CCNC(=O)CCS(=O)(=O)c2ccc(Br)cc2)c1	-2%	i	5%	3%	10%
O=C(/C=C/c1cccc([N+](=O)[O-])c1)NC(=S)Nc1cccc(NC(=O)c2ccccc2Cl)c1	-1%	5.5%	-6%	24%	-2%
CCOC(=O)C1=C(C)OC(N)=C(C#N)C1c1cc(Cl)c(OCC(N)=O)c(OC)c1 (stereo unspecified)	-3%	i	2%	2%	9%
COc1ccc(NS(=O)(=O)c2cc(C)ccc2OC)cc1OC	5%	i	-2%	-7%	2%

Overlap with the part before: 4 entries, followed by the next part.
SMILES	Salmonella PhoP GFP	VEEV TC-83 Vero	influenza NS1A	H37Rv inhibition	M. tuberculosis	others
Cc1cccc(CCNC(=O)CCS(=O)(=O)c2ccc(Br)cc2)c1	-2%	i	5%	3%	10%
O=C(/C=C/c1cccc([N+](=O)[O-])c1)NC(=S)Nc1cccc(NC(=O)c2ccccc2Cl)c1	-1%	5.5%	-6%	24%	-2%
CCOC(=O)C1=C(C)OC(N)=C(C#N)C1c1cc(Cl)c(OCC(N)=O)c(OC)c1 (stereo unspecified)	-3%	i	2%	2%	9%
COc1ccc(NS(=O)(=O)c2cc(C)ccc2OC)cc1OC	5%	i	-2%	-7%	2%
O=C(O)C[C@H]1c2cc(C(F)(F)F)ccc2S(=O)(=O)N1C1CCCCC1	-6%	0.3%	5%	2%	3%
CCCC1(C)NC(=O)c2ccccc2O1 (stereo unspecified)	-6%	i	10%	0%	-2%	VEEV TC-83 Vero 10K pilot screen=0.6
CCN(CC)CCCNc1nc(-c2ccccc2)nc2ccccc12	-4%	i	-8%	6%	9%
Cc1ccccc1CNC(=O)CCNS(=O)(=O)c1ccc(OC(F)(F)F)cc1	·	4.1%	-14%	-11%	13%
COc1cccc(-n2c(-c3ccccc3)c[nH]c2=S)c1	10%	0.8%	-5%	-10%	-5%
CCOC(=O)CC1C(=O)NCCN1C(=O)c1c(F)cccc1F (stereo unspecified)	0%	1.0%	13%	-11%	6%
COc1ccc(C(=O)Nc2ccc(Nc3ccccc3)cc2)cc1[N+](=O)[O-]	-10%	0.9%	13%	-2%	39%
CC1(C)NC(=O)N(CCCCOc2ccc(Cl)cc2C=O)C1=O	1%	0.3%	-6%	4%	13%
O=C(NCCC1CCCCN1S(=O)(=O)c1ccc(F)cc1)C(=O)Nc1ccccc1F (stereo unspecified)	-7%	7.6%	-9%	8%	0%
Clc1cccc(Cl)c1CN1CCN(c2ccccc2)CC1	-12%	i	-9%	-7%	-4%
CCN(CC(=O)Nc1ccc(NC(C)=O)cc1)C(=O)c1ccc(S(=O)(=O)N2CCCC2)cc1	·	2.4%	3%	·	·
S=c1[nH]nc(-c2cccnc2)n1/N=C/c1ccc(Br)s1	4%	1.5%	-1%	0%	0%
O=C(NCCCn1ccnc1)c1ccc2ccccc2c1	-11%	i	-11%	-7%	9%
CN1CC=C2C(C#N)=C(N)C(C#N)(C#N)[C@H](c3cccs3)[C@H]2C1	0%	7.0%	11%	-9%	9%
CN(C(=S)NC1CCCCC1)C1(c2ccccc2Cl)CCCCC1=O (stereo unspecified)	-6%	0.0%	-1%	-1%	28%
O=C(CCn1cnnn1)Nc1ccccc1	9%	i	-1%	1%	-2%
Cn1c(=O)c2c(nc(Br)n2CCCc2ccccc2)n(C)c1=O	-1%	0.2%	1%	7%	10%
O=C(OCC(=O)N1CCN(C(=O)COC(=O)c2ccc(O)cc2O)CC1)c1ccc(O)cc1O	7%	0.5%	-10%	-5%	-2%
O=C(NC1CCCC1)C1CCCN1C(=O)Nc1ccc(Cl)cc1 (stereo unspecified)	-7%	3.0%	6%	-3%	-2%
CCC(C)NC(=O)Nc1ccc(Br)cc1 (stereo unspecified)	-2%	0.8%	-2%	0%	10%
CC(C)OC(=O)c1ccccc1C(=O)c1ccc(N)c([N+](=O)[O-])c1	-5%	7.3%	-11%	-7%	2%
C[C@H](NC(=O)c1ccco1)C(=O)NCc1cccs1	·	2.4%	-16%	-3%	-19%
O=C(OCc1ccc(F)cc1)c1cc2ccccc2cc1O	-5%	0.8%	-9%	55%	73%
COc1ccc(N2CCN(CCNC(=O)Nc3ccc(Cl)cc3)CC2)cc1	-6%	1.1%	27%	·	·
COc1ccc(N2CCN(CCCn3c(=S)[nH]c4ncccc4c3=O)CC2)cc1	1%	27%	-2%	10%	3%
Cc1cccc(NC(=S)NC2CCCC2)n1	5%	0.6%	-10%	-4%	12%
COC(=O)COc1cccc2c(=O)n(CC(=O)NCc3ccccc3)ccc12	7%	0.3%	-10%	1%	-9%
O=C(NCCc1ccc(Cl)cc1)c1ncn[nH]1	9%	0.9%	9%	-2%	-2%
CCCCCOC(=O)C1[C@H]2C(=O)N(Cc3cccs3)C[C@]23C=C[C@H]1O3 (stereo partly specified)	6%	i	12%	1%	6%
COc1ccc(N2C(=O)CN=C2Nc2nc(C)cc(C)n2)cc1	-11%	1.5%	-5%	·	-13%

Among those listed so far, these have fluorine:
SMILES	Salmonella PhoP GFP	VEEV TC-83 Vero	influenza NS1A	H37Rv inhibition	M. tuberculosis	others
Fc1ccc(NC(=S)N2CCCC(c3ccccc3)=N2)cc1	6%	0.0%	2%	47%	1%
O=C(O)C[C@H]1c2cc(C(F)(F)F)ccc2S(=O)(=O)N1C1CCCCC1	-6%	0.3%	5%	2%	3%
Cc1ccccc1CNC(=O)CCNS(=O)(=O)c1ccc(OC(F)(F)F)cc1	·	4.1%	-14%	-11%	13%
CCOC(=O)CC1C(=O)NCCN1C(=O)c1c(F)cccc1F (stereo unspecified)	0%	1.0%	13%	-11%	6%
O=C(NCCC1CCCCN1S(=O)(=O)c1ccc(F)cc1)C(=O)Nc1ccccc1F (stereo unspecified)	-7%	7.6%	-9%	8%	0%
O=C(OCc1ccc(F)cc1)c1cc2ccccc2cc1O	-5%	0.8%	-9%	55%	73%
